ERa coact pot – enhances coactivator binding to human estrogen receptor alpha; P03372; TR-FRET ERalpha-LBD/SRC-Cy5 coactivator binding, 2 h; 100 = basal binding, no effect; coactivator binding (% of control), % at 25.6 µM; hit rate 1.3% among 86,000; in the data active = activity above about 200%;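 also: binding measured in presence of low estradiol as agonist stimulus; 0% = peptide alone without receptor and 100% = receptor with peptide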
Target sequence (P03372 whole entry, looked up, the tested form may be a part): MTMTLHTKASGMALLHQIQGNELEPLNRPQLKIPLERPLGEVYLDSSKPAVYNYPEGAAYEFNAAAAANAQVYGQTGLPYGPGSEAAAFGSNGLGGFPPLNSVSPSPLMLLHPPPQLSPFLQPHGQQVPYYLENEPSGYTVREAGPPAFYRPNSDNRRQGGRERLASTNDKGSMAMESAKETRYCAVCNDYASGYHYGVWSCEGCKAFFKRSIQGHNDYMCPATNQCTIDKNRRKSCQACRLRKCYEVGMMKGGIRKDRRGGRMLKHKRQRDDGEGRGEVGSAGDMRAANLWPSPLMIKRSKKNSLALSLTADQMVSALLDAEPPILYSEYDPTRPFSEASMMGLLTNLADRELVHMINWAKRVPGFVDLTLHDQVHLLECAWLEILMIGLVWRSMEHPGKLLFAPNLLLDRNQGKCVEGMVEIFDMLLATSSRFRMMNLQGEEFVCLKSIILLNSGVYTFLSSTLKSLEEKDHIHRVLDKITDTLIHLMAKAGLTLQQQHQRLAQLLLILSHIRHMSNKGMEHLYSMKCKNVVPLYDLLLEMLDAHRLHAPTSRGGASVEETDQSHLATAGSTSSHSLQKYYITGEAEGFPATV
CD11b adhes enh – increases human CD11b/CD18 adhesion to fibrinogen. hit rate 0.07% among 93,000. K562 CD11b/CD18 adhesion to fibrinogen, ATPlite luminescence. activation, % at 10 µM;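 active = 10 µM primary screen giving 50% or more activity, confirmed by 40% or more on retest at that dose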; also: strong numbers were not always called active
Fibroblast inh – blocks proliferation of human lung fibroblasts | LL 47 human lung fibroblast viability, ATP luminescence; hits give low values | viability, % at 10 µM | AID 719 | hit rate 1.1% among 85,000;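 active = viability at or below 50% in the single dose screen; inactive = viability above 50%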;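 also: compound exposure lasted 72 h before the ATP readout; 100% = median luminescence of untreated cell-only wells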
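Material: human LL 47 lung fibroblast cells; quantity: 1,150 cells/well; medium: IMEM plus 15% FBS; doses: 0.1% DMSO in all compound wells; timing: overnight attachment after seeding, then 72 h compound exposure at 37 °C; detection: CellTiter-Glo luminescence; measure: % viability of median cell-only signal; controls: cell-only wells, no compound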
ERa coact inh – blocks coactivator binding to human estrogen receptor alpha; hit rate 1.7% among 86,000; inhibition, % at 25.6 µM; TR-FRET ER-alpha LBD / SRC-1 peptide, estradiol-bound; in the data active = inhibition above about 50%;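 also: 0% = receptor plus peptide control and 100% = peptide only without receptor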
HUVEC prolif 384 – inhibitors of human endothelial cell proliferation. HUVEC proliferation, CellTiter-Glo luminescence, 72 h; hits give low values. viability, % at 10 µM (by protocol). hit rate 1.1% among 86,000. AID 648;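 active = viability at or below 30%; inactive = viability above 30%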;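 also: 100% = median luminescence of DMSO-only cell control wells on each plate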
MT1-MMP txn act – activates MT1-MMP transcription; HT1080 MT1-MMP promoter luciferase reporter, luminescence, overnight; hits give high values; activation factor at 10 µM; hit rate 0.16% among 86,000; AID 750;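 active = activation factor of at least 2 for MT1-MMP transcription at 10 µM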
ERb coact inh – ER-beta (human) coactivator binding inhibition | Q92731 | TR-FRET ER-beta LBD / SRC1-Cy5 peptide binding; receptor agonist-loaded with 1 µM estradiol | inhibition, % at 25.6 µM | hit rate 1.3% among 86,000;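 active = compounds whose percent inhibition of the receptor-coactivator binding signal exceeds about 50% in the single-dose screen, limit read from the data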;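 also: 0% = receptor plus peptide wells without compound and 100% = peptide-only wells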
H69AR growth 86K – growth inhibitors of human H69AR lung tumor cells | H69AR lung tumor viability, ATP luminescence, 72 h; hits give low values | viability, % at 10 µM | hit rate 6% among 85,000 | AID 598;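 active = viability at or below 40%; inactive = viability above 40%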;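 also: multidrug resistant small cell line overexpressing MRP-1 efflux transporter; 100% = mean luminescence of untreated control wells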
Smad3 inh – inhibitors of human Smad3 transcription factor binding; P84022; TR-FRET Smad3/Dy647-FoxH1 peptide binding, europium anti-His; inhibition, % at 25 µM; hit rate 0.29% among 88,000;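 active = compounds that reduce the energy-transfer binding signal between the protein and its labelled peptide by more than half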;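 also: 0% = Smad3 plus labelled peptide maximal FRET and 100% = peptide-only background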
Target sequence (P84022 whole entry, looked up): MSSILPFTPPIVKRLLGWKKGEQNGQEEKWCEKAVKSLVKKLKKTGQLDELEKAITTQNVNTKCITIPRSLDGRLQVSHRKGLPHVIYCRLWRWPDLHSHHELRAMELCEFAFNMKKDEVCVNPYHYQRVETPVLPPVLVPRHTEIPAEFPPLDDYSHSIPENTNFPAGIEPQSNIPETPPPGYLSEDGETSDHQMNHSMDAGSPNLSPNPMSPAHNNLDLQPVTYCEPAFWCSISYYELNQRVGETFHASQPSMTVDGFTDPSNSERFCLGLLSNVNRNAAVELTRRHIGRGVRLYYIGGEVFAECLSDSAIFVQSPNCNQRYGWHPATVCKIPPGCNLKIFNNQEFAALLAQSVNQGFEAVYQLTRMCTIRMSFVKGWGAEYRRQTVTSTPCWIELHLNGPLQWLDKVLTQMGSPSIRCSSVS
* = called active by the depositor; / = not tested or not shown; [ ] = remark or other dose. This is a subset (hit frequency here may not be typical).

no.	smiles	HUVEC prolif 384	ERa coact pot	H69AR growth 86K	CD11b adhes enh	Smad3 inh	ERb coact inh	Fibroblast inh	ERa coact inh	MT1-MMP txn act
1	O=C(Nc1ccc(S(=O)(=O)NC2CCCCC2)cc1)c1ccc(Br)o1	85	130	92	-4	2	-16[fluorescence artefact?]	88	-15	1.1
2	CCOc1ccc(C(c2nnnn2Cc2ccccc2)N2CCN(C(=O)c3ccco3)CC2)cc1 (centres undefined)	105	136	82	/	-1	-4	79	-5	0.9
3	c1ccc(OCCOc2ncnc3ccccc23)cc1	103	83	98	0	-4	-6	102	-4	1.5
4	COc1ccc(C(C)(C)C)cc1NC(=O)C1CC=CCC1C(=O)O (centres undefined)	101	103	90	-1	7	-2	96	-7	1.1
5	O=S(=O)(Nc1ccc(N2CCCCC2)cc1)c1cccs1	100	81[fluorescence artefact?]	86	2	-1	21	/	9[fluorescence artefact?]	1.3
6	O=C(NCCSCc1ccccc1)c1cc(S(=O)(=O)N2CCOCC2)ccc1F	97	127	93	-7	0	-5	100	-2	1.1
7	CCOC(=O)N1CCN(C(=O)Cc2ccc(C)cc2)CC1	103	118	89	0	-7	-10	101	-5	1.1
8	N#CCc1nc(CSc2nc3ccccc3s2)cs1	100	84	83	6	-1	-7	103	5	1.2
9	CCOC(=O)CSc1nnc(NC(=O)c2cccc(S(=O)(=O)N3CCCCC3)c2)s1	92	125	92	3	-15	-5	99	-1	1
10	CCCCCNC(=O)Cc1cc(=O)[nH]c(=O)[nH]1	105	123[fluorescence artefact?]	97	0	-3	-6	100	0	/
11	Cc1ccc(C2/C(=C(\O)c3c(C)nc4ccccn34)C(=O)C(=O)N2CCCN2CCOCC2)o1 (centres undefined)	104	99	94	/	3	-28	104	-33[fluorescence artefact?]	1
12	CC(C)C[C@H](NC(=O)OC(C)(C)C)c1nnc(SCc2cccc(F)c2)o1	95	126	96	20	-2	-7[fluorescence artefact?]	93	7[fluorescence artefact?]	1.2
13	CCOC(=O)Cn1c(=O)oc2cc(S(=O)(=O)N3CCCc4ccccc43)ccc21	98	119	102	3	-8	-11	105	-4	1
14	CC(=O)c1c(C)[nH]c(C(=O)N2CCc3ccccc32)c1C	94	120	80	-4	-11	-2[fluorescence artefact?]	99	-4[fluorescence artefact?]	1.2
15	CCCn1c(SCC(=O)Nc2c(C)cccc2C)nnc1C(C)C	104	89	95	0	-10	-2	104	-4	1.1
16	O=S(=O)(NCCOC12CC3CC(CC(C3)C1)C2)c1cccc2nsnc12	88	92	64	8	-16	-7	100	-8	1
17	CN1CCN(c2ccc(C(=O)c3ccc(F)cc3)cc2)CC1	96	146	86	-1	-2	-6	97	0	1.1
18	OC(c1ccccn1)c1c[nH]c2ccccc12 (centres undefined)	97	114	89	-5	-1	-1	96	-2	1.4
19	COc1ccc(C2/C(=C(\O)c3ccc(OC)c(Cl)c3)C(=O)C(=O)N2CCN(C)C)cc1 (centres undefined)	88	122	89	-4	8	-7	98	-3	1.1
20	COCCN1C(=O)c2ccc(C(=O)Nc3nccs3)cc2C1=O	94	106	90	-2	-4	8	105	-2	1.2
21	COC(=O)/C=c1/sc2n(c1=O)CCN=2	93	110[fluorescence artefact?]	91	-6	-4	-5	96	-11	1.1
22	O=C(Cc1cnn(-c2ccccc2)c1)c1ccc(O)c(O)c1O	79	56[fluorescence artefact?]	88	4	-7	85*[fluorescence artefact?]	89	78*[fluorescence artefact?]	1.7
23	CC(NO)/C(=N\O)c1cccs1 (centres undefined)	84	92	97	-2	3	-11	96	-16	/
24	Cc1cc(C)nc(/N=C2\NC(=O)CC(C(=O)O)N2c2ccc(Cl)cc2)n1 (centres undefined)	111	130	97	-4	3	-13	99	-2	1.3
25	COc1ccc(-c2ncccc2O)cc1	102	112	91	1	10	1	104	-1	/
26	Cc1cc(C(=O)CSc2n[nH]c(N)n2)c(C)n1-c1cccc(F)c1	88	113	76	2	9	4	86	9	1.3
27	Fc1ccc(-c2cnc[nH]2)cc1	98	93	93	-2	-9	-7	102	0	/
28	COc1cc2[nH]c(=S)n(C3CCCC3)c(=O)c2cc1OC	81	114	59	1	-4	-3[fluorescence artefact?]	98	1[fluorescence artefact?]	1.1
29	Cc1ccc(C)c(N2CCN(S(=O)(=O)c3c(C)noc3/C=C/N(C)C)CC2)c1	77	93[fluorescence artefact?]	60	-2	-2	5[fluorescence artefact?]	100	2	1
30	COCC(=O)n1cc(C(=O)OC)c2ccccc21	96	108	90	/	7	-6	104	-2	1.1
31	COc1ccc(/C=C2\CCc3ccccc3C2=O)cc1Cn1nc(C)cc1C	87	93	15*	-7	6	-5	80	45	1.3
32	O=C(Nc1cccc(C(F)(F)F)c1)c1cc2ncc(Br)cn2n1	100	124[fluorescence artefact?]	83	7	-26	47	97	45	1.1
33	Cc1nn(-c2ccc3nnc(Br)n3n2)c(C)c1Br	33	134	/	-2	-13	7	87	10	1
34	COc1ccc(NC(=O)CN2CCC3(O)CCCCC3C2c2cc(OC)ccc2OC)cc1 (centres undefined)	79	120	/	1	5	-14[fluorescence artefact?]	89	-5	1.2
35	CCOC(=O)c1c(N)c(C#N)c2n1CCCC2	106	108	100	8	-3	-4	113	-4	1.2
36	COc1cccc(NC(=O)CCN2C(=O)c3ccccc3S2(=O)=O)c1	91	105	83	-4	-4	3[fluorescence artefact?]	99	6[fluorescence artefact?]	1.2
37	Clc1ccc(C2CC(c3cccs3)n3ncnc3N2)cc1Cl (centres undefined)	81	68	36*	-6	-13	1	93	7	1.3
38	CSc1cccc(NC(=O)C2CCCN(S(=O)(=O)c3cnc[nH]3)C2)c1 (centres undefined)	93	121	98	0	-5	-5	88	-9	1.1
39	O=S(=O)(c1ccccc1)c1nc(-c2cccs2)oc1NCCCn1ccnc1	86	102	84	3	-5	-8	96	-14	0.9
40	CCOC(=O)c1c(NC(=O)C2CCCO2)sc(C(=O)OC(C)(C)C)c1C (centres undefined)	72	123	10*	2	-2	-8	85	5	1

Reprinted: entries 31 to 33
no.	smiles	HUVEC prolif 384	ERa coact pot	H69AR growth 86K	CD11b adhes enh	Smad3 inh	ERb coact inh	Fibroblast inh	ERa coact inh	MT1-MMP txn act
31	COc1ccc(/C=C2\CCc3ccccc3C2=O)cc1Cn1nc(C)cc1C	87	93	15*	-7	6	-5	80	45	1.3
32	O=C(Nc1cccc(C(F)(F)F)c1)c1cc2ncc(Br)cn2n1	100	124[fluorescence artefact?]	83	7	-26	47	97	45	1.1
33	Cc1nn(-c2ccc3nnc(Br)n3n2)c(C)c1Br	33	134	/	-2	-13	7	87	10	1

Additional records follow:
no.	smiles	HUVEC prolif 384	ERa coact pot	H69AR growth 86K	CD11b adhes enh	Smad3 inh	ERb coact inh	Fibroblast inh	ERa coact inh	MT1-MMP txn act
41	COc1ccc(OC)c(N(CC(=O)Nc2ccccc2C(=O)NCc2ccco2)S(C)(=O)=O)c1	96	98	90	0	3	-2	103	-4	1.2
42	FC(F)Oc1ccc(/C=N/c2c(-c3ccc(OC(F)F)cc3)nc3n2CCS3)cc1	86	84	65	/	3	0	/	-13	1.7
43	CC(C)Oc1nc(-c2ccccc2O)nc2ccccc12	96	222*[fluorescence artefact?]	96	1	-11	9[fluorescence artefact?]	101	9[fluorescence artefact?]	1
44	Cc1ccccc1-n1c(=O)cc(NCc2ccc3c(c2)OCO3)[nH]c1=O	104	112	92	/	3	2	107	1	1
45	COc1ccc(OC)c(NC(=O)COC(=O)/C=C/c2c(C)nn(C3CCS(=O)(=O)C3)c2Cl)c1 (centres undefined)	89	92	79	-2	-6	3	97	2	1
46	CC(=O)c1c(C)nn(C(=O)N2CCOCC2)c1C	100	94	76	-3	-4	3	105	-5	1.1
47	COc1ccccc1CNC(=O)c1cc2c(s1)CS(=O)(=O)C2	93	100	92	-3	0	5[fluorescence artefact?]	106	10	1.1
48	CCOC(=O)CN1CC23C=CC(O2)C(C(=O)Nc2ccc(F)cc2)C3C1=O (centres undefined)	105	123	99	4	-2	8	97	2	/
49	O=C(NCCCN1CCc2ccccc2C1)C1CCN(S(=O)(=O)N2CCCC2)CC1	95	125	87	0	9	3	86	-1	1.2
50	COC(=O)c1ccc(C(c2c(N)n(CC(C)C)c(=O)[nH]c2=O)N2CCN(c3ccccc3)CC2)cc1 (centres undefined)	97	78[fluorescence artefact?]	82	-1	-15	29	95	-2	1
51	CCn1c(=O)cc(SCC(=O)N(C)Cc2ccccc2)c2ccccc21	83	102	79	0	1	-6	102	-6	1.1
52	Cc1ccc(C(=O)CSc2nnc(COc3cccc4cccnc34)o2)cc1	95	121	68	-1	-12	-1	98	-6	1
53	O=C(NCCc1ccncc1)c1ccccc1F	98	111[fluorescence artefact?]	105	7	5	-1	104	0	1.1
54	O=C(CSCC(=O)NC1CC1)Nc1ccccc1	99	100	103	6	-2	10	105	14	1.6
55	CC1CN=C(N(C(=O)Nc2ccccc2)C(C)C)S1 (centres undefined)	104	112	101	/	8[fluorescence artefact?]	-5	102	-3	1
56	COc1ccc(CCNC2CC(=O)N(CCc3ccccc3)C2=O)cc1 (centres undefined)	84	118	97	0	-1	1	90	-6	1.2
57	Cc1nc(C)c2c(c1C(F)(F)F)-c1ccccc1C2(F)F	104	127[fluorescence artefact?]	99	-4	5	2[fluorescence artefact?]	100	-4	1.1
58	COc1ccc(C2C=C(c3ccc(C)cc3)Nc3ncnn32)cc1 (centres undefined)	113	81	76	2	7	-2[fluorescence artefact?]	103	-13	1.1
59	O=C1CC(N2CCN(c3ccccc3Cl)CC2)C(=O)N1c1ccc(F)cc1 (centres undefined)	83	126	87	-2	8	-5	96	3	1
60	CCOC(=O)Cn1c(CN2CCOCC2)nc2c1c(=O)[nH]c(=O)n2C	106	130[fluorescence artefact?]	95	/	4	-3[fluorescence artefact?]	94	2	1.2
61	CCn1nnnc1SCC(=O)N1c2ccccc2CCc2ccccc21	92	105	63	-1	0	21	97	-7	1
62	CCOc1ccc(C(=O)Nc2c3c(nn2-c2ccc(C)cc2)CS(=O)C3)cc1OCC (centres undefined)	96	102	85	0	1	-6	96	3	1
63	CCCCCCCn1c(=N)n(CC(=O)c2ccco2)c2ccccc21	43	78	24*	2	1	2	65	0	0.8
64	Cc1cc(Cl)c(OCCN2C(=O)NC(C)(C)C2=O)c(Br)c1	93	116	94	-3	-11	-1[fluorescence artefact?]	99	6[fluorescence artefact?]	1
65	CCn1c(=O)c2c(nc(SCC(=O)NCC3CCCO3)n2C)n(C)c1=O (centres undefined)	103	98	82	-4	-18	15	98	16	1.5
66	COc1cccc(C2C(C(=O)c3sc(C)nc3C)=C(O)C(=O)N2CCN(C)C)c1OC (centres undefined)	96	108	99	1	-6	-2[fluorescence artefact?]	104	-1	1.1
67	Cc1cccc2cc(CN(CC3CCCO3)S(=O)(=O)c3ccccc3)c3nnnn3c12 (centres undefined)	95	125	100	1	-4	-6[fluorescence artefact?]	86	0	1.1
68	CCOC(=O)C1CCN(S(=O)(=O)c2c(C)[nH]c(=O)[nH]c2=O)CC1	101	108	89	-2	-16	1	/	-6	1.2
69	Cn1c(NC(=O)c2ccc(F)c(F)c2)cc(=O)n(C)c1=O	97	102	83	-5	-3	3	95	-9	1.1
70	O=C(O)C1CCCCC1C(=O)NC1CCCCC1 (centres undefined)	104	92[fluorescence artefact?]	91	-2	-5[fluorescence artefact?]	-5	96	-3	1.1
71	CCn1ncc2c(OCc3ccc(C#N)cc3)cc(C)nc21	109	100	84	-3	0	4	88	5	1
